Screening data (PubChem)
LGR2 antag = inhibitors of bursicon-induced LGR2 CRE-luciferase signal, primary screen, cell-based, HEK293, CRE-luciferase reporter, bursicon stimulation | Drosophila bursicon receptor LGR2 (rickets) | bursicon-stimulated, 4 h | inhibition, % at 9.99 µM | 380,000 compounds, 0.35% hits | AID 720647, 2013;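 active = drop in luminescence signal, shown as inhibition above about 50% in the replicate tests, limit read from the data, passing the limit was not always enough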;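 note: agonist challenge used bursicon conditioned medium at about half maximal strength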
SIRT5 inh = SIRT5 desuccinylase inhibitors, primary screen, biochemical, fluorescence imaging, single point, set 5; NAD-dependent protein deacylase sirtuin-5, mitochondrial (Homo sapiens), Q9NXA8; inhibition, % at 15 µM; AID 652115, 2013; 330,000 compounds, 1.1% hits; Purified SirT5, succinyl-peptide AMC, trypsin-coupled fluorescence; in the data active = inhibition above about 15%
Target sequence (Q9NXA8 whole entry, looked up): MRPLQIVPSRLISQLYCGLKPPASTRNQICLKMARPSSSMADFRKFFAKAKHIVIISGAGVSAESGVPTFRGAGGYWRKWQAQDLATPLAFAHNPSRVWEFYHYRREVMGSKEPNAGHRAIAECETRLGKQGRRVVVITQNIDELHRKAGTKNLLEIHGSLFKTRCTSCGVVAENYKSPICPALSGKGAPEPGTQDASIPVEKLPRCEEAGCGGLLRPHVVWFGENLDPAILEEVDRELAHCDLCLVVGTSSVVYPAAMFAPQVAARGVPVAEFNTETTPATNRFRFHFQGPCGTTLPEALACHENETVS
Casp6 inh = human caspase-6 inhibitors, primary screen, biochemical, VEID-R110 fluorescence, single point, set 2; P55212; purified caspase-6, Z-VEID-R110 cleavage fluorescence; inhibition, % at 12.5 µM; 350,000 compounds, 0.53% hits; AID 686996, 2013;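 active = mean inhibition across replicates at least about 35%, with every replicate also reaching that limit, limit read from the data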;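 note: 0% = median of neutral control wells and 100% = no fluorescence left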
Target sequence (P55212 24-179 limits assumed): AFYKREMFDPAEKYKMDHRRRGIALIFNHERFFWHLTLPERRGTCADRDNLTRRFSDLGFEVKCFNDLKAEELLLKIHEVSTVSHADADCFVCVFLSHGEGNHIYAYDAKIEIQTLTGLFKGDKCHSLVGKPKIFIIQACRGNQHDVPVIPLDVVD
Target sequence (P55212 194-293 limits assumed): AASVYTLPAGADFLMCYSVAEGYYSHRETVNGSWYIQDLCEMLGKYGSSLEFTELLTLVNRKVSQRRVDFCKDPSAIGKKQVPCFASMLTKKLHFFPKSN
esBAF inh = Bmi1 luciferase reporter increase in mESCs, primary screen, esBAF inhibitor project, mouse ES cells, Bmi1 luciferase knock-in, single point; 24 h; 100% = twice the neutral-well signal; reporter increase, % at 12.5 µM; 350,000 compounds, 2% hits; in the data active = activation above about 40%;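 note: 0% = median of the plate's neutral control wells and 100% = double that signal; a rise in the Bmi1 reporter signal indicates esBAF inhibition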
S100A4 inh HTS = inhibitors of S100A4-myosin IIA peptide binding, primary screen, biochemical, fluorescence polarization, TAMRA-MyoIIA peptide; Protein S100-A4 (Homo sapiens), P26447; inhibition, % at 10.7 µM; 360,000 compounds, 0.14% hits;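 active = mean inhibition of at least 70% across replicates, with every replicate also reaching that level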
Target sequence (P26447 whole entry, looked up): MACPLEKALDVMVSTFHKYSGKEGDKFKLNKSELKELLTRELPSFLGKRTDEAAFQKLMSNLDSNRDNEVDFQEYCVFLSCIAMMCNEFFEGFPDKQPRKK
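Test system – S100A4 monomer (human) · Compound – single-point compound testing · Schedule – 5 min incubation before reading · Probe or stimulus – TAMRA-labelled myosin IIA heavy-chain peptide probe, 5 nM · Benchmarks – neutral control DMSO, positive control TFP · Medium – Calcium-containing HEPES buffer, pH 7.2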
Statin myotox sup = suppressors of statin myotoxicity in C2C12 myotubes, primary screen, cell-based, single point, plate reader; C2C12 myotubes + simvastatin, ATP luminescence, 48 h; scaled: DMSO 0, geranylgeraniol control 100; rescue of ATP level, % at 7.49 µM; 330,000 compounds, 0.78% hits;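 active = mean ATP rescue above about 67%, or every replicate alone reaching that limit, limit read from the data, passing the limit was not always enough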;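 note: myotubes were challenged with 10 µM simvastatin during compound exposure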
FN deposition inh = inhibitors of fibronectin matrix deposition, primary screen, AH1F cells, Alexa488-fibronectin fluorescence, plate reader. inhibition, % at 12.6 µM. AH1F fibroblasts, overnight. 350,000 compounds, 0.086% hits;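 active = mean inhibition across replicates of 30% or more, regardless of how many single replicates reach that level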;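 note: positive control wells lacked labelled fibronectin entirely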
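Measured by – fluorescence 485/525 nm · System – AH1F fibroblast monolayer, labelled fibronectin deposition · Amount – 10000 cells per well · Buffer or medium – serum-reduced DMEM (2% serum) · Doses – single dose, pinned · Also added – fluorescent fibronectin at 24 nM final · Schedule – 1 h cell attachment, overnight exposure to compound and label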
* = called active by the depositor; . = not tested or not shown; & = joins results of further samples. Only part of the results is shown; count on the stated rates, not on these rows.

SMILES	LGR2 antag	SIRT5 inh	Casp6 inh	esBAF inh	S100A4 inh HTS	Statin myotox sup	FN deposition inh
CN(C)C(=O)c1cccc(-c2ccc3c(c2)[C@@H]2[C@@H](CCN2C(=O)Cc2ccccc2)[C@H](CO)N3)c1	3	2	-4	-1	-92	12	-3
CC(=O)Nc1ccc(-c2ccnc3c2CC(C)(C(=O)NCCN(C)C)O3)cc1 (stereo not drawn)	-2	.	4	0	2	-7	9
Cc1nc2ccccc2nc1CC(O)(c1ccccc1)c1ccccc1	7	0	-2	-7	-4	10	5
C[C@@H]1CN([C@H](C)CO)C(=O)c2cccc(NC(=O)Nc3ccc(F)cc3)c2O[C@H]1CN(C)Cc1ccc2c(c1)OCO2	-10	3	2	2	-4	-7	.
O=C(Nc1cc(F)ccc1F)N1CC(=O)N2[C@H](CO)[C@H](c3ccc(-c4ccc(F)cc4)cc3)[C@@H]2C1	-3	6	-2	.	-40	.	.
CC(=O)Nc1ccc(S(=O)(=O)N2CCCC2)cc1	-12	-1	-3	-1	-3	1	-6
C[C@@H]1CN([C@@H](C)CO)C(=O)c2cc(NS(=O)(=O)c3ccc(F)cc3)ccc2O[C@H]1CN(C)Cc1ccc(Oc2ccccc2)cc1	34	2	2	6	5	48	4
CN(Cc1nc(-c2ccc(Cl)cc2)no1)C(=O)CCN1C(=O)[C@H]2CC=CC[C@H]2C1=O	-4	-5	-3	-6	-5	-4	-9
Cc1noc(C)c1S(=O)(=O)Nc1ccc2c(c1)CC(=O)N([C@@H](C)CO)C[C@@H](C)[C@H](CN(C)S(C)(=O)=O)O2	6	.	.	-1	.	5	.
Cc1cccc(CN2[C@H](COCc3ccccc3)C=CS2(=O)=O)c1	0	0	1	-6	0	16	-6
COc1ccc(OC)c(NC(=O)N2CCc3ccccc3C2)c1	-17	-7	-1	8	0	5	0
CCOC(=O)c1sc(NC(=O)c2ccc(S(=O)(=O)N(CC)CC)cc2)nc1C	.	.	.	1	.	4	10
C[C@@H]1C2CC(C/C2=N\NC(=O)c2ccncc2)C1(C)C (stereo partly drawn)	14	-4	0	2	-1	9	6
C=C1SC(=Nc2ccccc2Cl)N(C(=O)c2sc3ccccc3c2Cl)C1(C)C	-51	-1	0	.	-1	.	7
Cc1ccc2nc(-c3ccccc3)cc(C(=O)O)c2c1	.	.	.	20	.	-4	-14

Four records picked at random from those above, as already listed:
SMILES	LGR2 antag	SIRT5 inh	Casp6 inh	esBAF inh	S100A4 inh HTS	Statin myotox sup	FN deposition inh
CN(Cc1nc(-c2ccc(Cl)cc2)no1)C(=O)CCN1C(=O)[C@H]2CC=CC[C@H]2C1=O	-4	-5	-3	-6	-5	-4	-9
Cc1noc(C)c1S(=O)(=O)Nc1ccc2c(c1)CC(=O)N([C@@H](C)CO)C[C@@H](C)[C@H](CN(C)S(C)(=O)=O)O2	6	.	.	-1	.	5	.
CC(=O)Nc1ccc(-c2ccnc3c2CC(C)(C(=O)NCCN(C)C)O3)cc1 (stereo not drawn)	-2	.	4	0	2	-7	9
C[C@@H]1C2CC(C/C2=N\NC(=O)c2ccncc2)C1(C)C (stereo partly drawn)	14	-4	0	2	-1	9	6

The list continues.
SMILES	LGR2 antag	SIRT5 inh	Casp6 inh	esBAF inh	S100A4 inh HTS	Statin myotox sup	FN deposition inh
O=c1[nH]c(=O)n(C2OC(CO)C(O)C2O)cc1N1CCOCC1 (stereo not drawn)	14	0	-2	-1	1	2	1
CCOc1ccc2nc(NC(=O)Cn3c(C)csc3=O)sc2c1	-22	1	2	.	-1	.	1
C[C@H]1CN([C@@H](C)CO)C(=O)c2cccc(NC(=O)c3cnccn3)c2O[C@@H]1CN(C)Cc1ccc(C(F)(F)F)cc1	25	-1	-1	-2	6	-30	.
O=C(c1c(Cl)cccc1Cl)N1CCN(c2cccc3[nH]ccc23)CC1	-13	-3	1	.	-3	.	6
Cn1c(SCC(=O)NNC(=O)c2ccc(Cl)cc2)nnc1-c1cccnc1	-8	-4	1	.	-4	.	.
O=C1NC2(CCCC2)C(=O)N1CCS(=O)(=O)Oc1ccccc1	-2	.	2	.	0	.	.
COc1ccc(OCc2cc(C(=O)NC3CCc4ccccc43)no2)c(Cl)c1 (stereo not drawn)	-3	-1	-1	.	-4	.	7
C[C@@H]1CN([C@H](C)CO)S(=O)(=O)c2ccc(-c3cccc(C#N)c3)cc2O[C@@H]1CN(C)C(=O)Nc1ccccc1F	8	-1	3	-5	-7	.	.
CCOC(=O)N1CCN(C(=O)c2cc3c(s2)-c2ccccc2OC3)CC1	-1	-14	-2	1	0	0	3
C[C@H]1CN([C@@H](C)CO)S(=O)(=O)c2ccc(Br)cc2O[C@H]1CN(C)C(=O)Cc1ccncc1	-5&-17	-5&-5	-3&-3	6&-10	-8&-3	2&4	-16&-4
CC(C)OC(=O)CCc1nc2ccccc2[nH]c1=O	.	.	.	-5	.	4	7
CC(=O)c1cccc(NC(=S)N2CCC(Cc3ccccc3)CC2)c1	9	1	1	.	-3	.	0
CC(=O)NS(=O)(=O)c1ccc2c(c1)C(=O)c1cc(S(=O)(=O)NC(C)=O)ccc1-2	5	-3	2	-1	-5	-3	-7
OC[C@@H]1CN(CCN2CCOCC2)C[C@H](n2cnc3c(NC4CCC4)ncnc32)O1	-4	-11	11	1	0	2	-10
CCOc1cc(C2C(C(=O)N3CCCCC3)=C(C)NC3=C2C(=O)CC(C)(C)C3)ccc1O (stereo not drawn)	.	.	.	0	.	-5	0

Ordered by SMILES length (ascending): three of the compounds above
SMILES	LGR2 antag	SIRT5 inh	Casp6 inh	esBAF inh	S100A4 inh HTS	Statin myotox sup	FN deposition inh
Cc1nc2ccccc2nc1CC(O)(c1ccccc1)c1ccccc1	7	0	-2	-7	-4	10	5
O=C1NC2(CCCC2)C(=O)N1CCS(=O)(=O)Oc1ccccc1	-2	.	2	.	0	.	.
CN(Cc1nc(-c2ccc(Cl)cc2)no1)C(=O)CCN1C(=O)[C@H]2CC=CC[C@H]2C1=O	-4	-5	-3	-6	-5	-4	-9

More structures follow.
SMILES	LGR2 antag	SIRT5 inh	Casp6 inh	esBAF inh	S100A4 inh HTS	Statin myotox sup	FN deposition inh
O=C(C[C@@H]1C=C[C@H](NC(=O)C2CCC2)[C@H](CO)O1)Nc1nccs1	20	.	0	0	-6	7	-18
C[C@H]1CN([C@@H](C)CO)C(=O)c2cccc(NC(=O)Nc3ccc(F)cc3)c2O[C@H]1CN(C)C(=O)Nc1ccc(F)cc1	4	2	.	-6	4	-6	.
CCN(C(=O)CSc1nnc(-c2ccco2)n1Cc1ccccc1)C1CCS(=O)(=O)C1 (stereo not drawn)	16	2	3	6	0	21	7
CNC[C@@H]1Oc2cc(Br)ccc2S(=O)(=O)N([C@@H](C)CO)C[C@H]1C	9&35	-1&5&0	4&-8&2	0&-13&-1	-5&51&7	2&3&4	-2
C[C@H]1CN([C@@H](C)CO)C(=O)c2cc(NS(=O)(=O)c3ccc(F)cc3)ccc2O[C@H]1CN(C)C(=O)Nc1cccc2ccccc12	3	2	-2	1	-8	.	.
Cc1cc(C)cc(N2C(=O)CSC2c2cccc([N+](=O)[O-])c2)c1 (stereo not drawn)	.	-1	-3	.	-3	.	.
COC(=O)CNC(=O)C1CCCN1C(=O)OC(C)(C)C (stereo not drawn)	.	.	.	-3	.	-2	2
NS(=O)(=O)c1ccc(NC(=O)CCCC(=O)O)cc1	12	-1	2	.	-3	.	2
CCCN1C=CC(=CC=C(C#N)C#N)C=C1	-7	14	-3	.	0	.	2
Nc1nonc1-n1nnc(C(=O)N/N=C/c2ccco2)c1CSc1ccccc1	3	-3	1	-7	-8	-4	16
O=C(CCCOc1ccccc1)Nc1cccnc1	.	.	.	-10	.	-3	-139
O=C(COc1cccc2ccccc12)N/N=C/c1ccc(Sc2nc3ccccc3s2)o1	.	.	.	-2	.	4	-3
CC(Oc1ccccc1F)C(=O)NNC(=O)c1cccc(S(=O)(=O)N2CCN(C)CC2)c1 (stereo not drawn)	-13	-2	-2	-11	-4	-3	-7
O=C(O)c1cnc(-c2ccccc2)nc1Sc1ccc(Cl)cc1	.	.	.	6	.	3	1
O=C(c1ccc(=O)n(Cc2ccc(Cl)c(Cl)c2)c1)N1CCOCC1	.	.	.	4	.	1	2
COc1cccc(-c2ccc3c(c2)[C@@H]2[C@@H](CCN2S(=O)(=O)c2ccccc2F)[C@@H](CO)N3)c1	15	7	-1	0	-9	-13	1
CCC(C(=O)N1CCOCC1)n1nc(C)c2c(C)n(-c3ccccc3)nc2c1=O (stereo not drawn)	11	6	0	3	-1	-1	8
CCC1=C(OC(=O)N(CC)CC)N2C(=O)OC(=NCCc3c[nH]c4ccccc34)[C@]2(Cc2ccccc2)[C@H]2C1=CC[C@H]1C(=O)NC(=O)[C@H]12	7	.	3	-6	-3	2	0
CCOC(=O)c1ccc(P(=O)(c2ccccc2)c2ccccc2)cc1	5	1	2	-3	-3	7	-1
COc1ccc(CCN(C)Cc2cccc3ccccc23)cc1OC	.	-1	-1	-1	5	12	-21
CCOc1ccccc1/C=C(\C#N)C1=CCCC1	7	-1	-4	-4	-1	16	1
C[C@H](CO)N1C[C@H](C)[C@H](CN(C)CC2CCCCC2)OCCCC[C@H](C)Oc2ccc(NC(=O)c3ccccc3)cc2C1=O	6	-2	0	-1	15	.	5
CCCC#Cc1ccc([C@H]2[C@@H](CO)N3C(=O)CN(C(=O)Nc4ccccc4F)C[C@H]23)cc1	11	0	2	.	-6	.	.
Cc1ccccc1S(=O)(=O)N1[C@@H](c2ccc(Cl)cc2)C(C(=O)O)=CC[C@H]1c1ccc(Cl)cc1	3	5	16	2	11	12	-1
O=C(CN1CCCC1)Nc1ccccc1C(=O)c1ccccc1	2	-1	-1	0	-3	-3	2
Nc1c(-c2cccs2)cnc2c(-c3ccc(F)cc3)cnn12	-42	-3	1	2	2	-56	5
COc1ccc(/C=C/C(=O)NCc2ccccn2)cc1	-10	.	.	25	.	6	4
O=C(C[C@H]1CC[C@H]2[C@@H](COC[C@@H](O)CN2CC2CCOCC2)O1)NCc1ccc(Cl)cc1	13	1	-3	-2	9	8	1
COCCNC(=O)c1onc(CCl)c1C(=O)OC	16	.	0	-1	-2	6	-19
O=C(N/N=C/C=C/c1ccccc1[N+](=O)[O-])c1cc(-c2cccnc2)nc2ccccc12	7	1	-1	.	-2	.	8
CNC(=O)C12CCC(C)(c3nc4cc(C)c(C)cc4nc31)C2(C)C (stereo not drawn)	7	.	.	4	.	11	-10
CCCNC(=O)NC(=O)COC(=O)c1ccc(OC)c(S(=O)(=O)N2CCCc3ccccc32)c1	.	.	.	0	.	12	24
COc1ccc(C(=O)N/N=C(\C)CC(=O)Nc2ccc3c(c2)OCCO3)c(OC)c1	5	0	2	11	3	-2	6
CCOc1ccccc1N(C(=O)c1snc(C(N)=O)c1N)C(C(=O)NC1CCCC1)c1ccco1 (stereo not drawn)	-8	.	.	-7	.	0	-2
CCOC(=O)c1ccc(NC(=O)Cn2cnc3cc(C)c(C)cc32)cc1	18	-1	0	-11	-7	-5	12
O=C(Nc1nonc1NC(=O)C1CCCCC1)C1CCCCC1	.	.	.	-11	.	19	5
CO[C@H]1CN(C)C(=O)c2ccc(NC(=O)Cc3ccccc3)cc2OC[C@H](C)NC[C@@H]1C	8	-4	0	.	2	.	-6
Cc1cc(C)n(-c2ccc(C(=O)N3CCC(CO)(Cc4ccccc4)CC3)cc2)n1	10	5	-1	.	25	.	0
CN(CCC#N)C(=S)Nc1ccc(S(=O)(=O)N2CCOCC2)cc1	7	-3	1	.	-2	.	.
CCN(CC)CCOC(=O)c1ccc(N/C=C(/C#N)c2nc(-c3cccc(OC)c3)cs2)cc1	.	-4	-3	.	9	.	5
c1ccc(CNc2ncnc3sccc23)cc1	1	-2	-1	4	4	9	-5
COc1ccccc1NS(=O)(=O)c1ccc(OC)c(OC)c1	-6	-3	0	2	-5	22	-10
